High-throughput results: PubChem BioAssay, Sanford-Burnham Center for Chemical Genomics
MIN6 prolif = induces beta-cell replication in MIN6 cells; MIN6 cells proliferation, ATPlite luminescence, 48 h; cells starved in 0.2% serum; 100% = growth in 10% serum; proliferation, % at 10 µM; actives 0.29% (n = 330,000); AID 2380;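 active means compounds whose signal lies at least 3.5 SD above the mean of all wells on their plate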;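 further: 0% = DMSO-treated cells in low-serum medium and 100% = 10% serum control; some compounds called inactive have numbers as strong as hits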
hIAP act = human IAP activation; actives 0.16% (n = 330,000); purified human IAP, CDP-Star luminescence, 30 min; stronger effect = higher value; 1 = vehicle-only enzyme, 0 = enzyme-free background; AID 2524; P09923; activation factor at 10 µM;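 active means activation factor of the enzyme at least 2-fold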; further: the source names both 10 and 20 µM as test concentration; values of inactives mirror those of a sister screen read the other way
GRIN3A LBD mod = NR3A (human) ligand-binding domain modulation; NR3A LBD differential scanning fluorimetry, Tm shift; 0% = protein alone, 100% = glycine-bound protein; Tm shift relative to glycine control, % at 25 µM; actives 2.5% (n = 340,000);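 active means melting temperature shift of at least 10% of the positive control shift, at one fixed dose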
MPTP inh = permeability transition pore inhibition; actives 1.4% (n = 360,000); AID 602449; isolated mouse mitochondria, Ca2+ swelling absorbance, 30 min; inhibition, % at 10 µM;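 active means inhibition of 50% or more, scaled per plate between neutral and stimulator controls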;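 further: 0% = DMSO wells given calcium and 100% = 1 mM EGTA wells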
APOBEC3G inh = blocks human APOBEC3G single-stranded DNA deamination; inhibition, % at 20 µM; Q9HC16; AID 493012; actives 0.28% (n = 330,000); recombinant A3G, ssDNA deamination FAM/TAMRA fluorescence;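 active means inhibition of at least 40% at 20 µM, with no more than 30% in the related APOBEC3A deaminase screen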;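 further: plate controls were DMSO wells with A3G for no effect and wells lacking A3G enzyme for full effect; some compounds called inactive have numbers as strong as hits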
Target sequence (Q9HC16 whole entry, looked up): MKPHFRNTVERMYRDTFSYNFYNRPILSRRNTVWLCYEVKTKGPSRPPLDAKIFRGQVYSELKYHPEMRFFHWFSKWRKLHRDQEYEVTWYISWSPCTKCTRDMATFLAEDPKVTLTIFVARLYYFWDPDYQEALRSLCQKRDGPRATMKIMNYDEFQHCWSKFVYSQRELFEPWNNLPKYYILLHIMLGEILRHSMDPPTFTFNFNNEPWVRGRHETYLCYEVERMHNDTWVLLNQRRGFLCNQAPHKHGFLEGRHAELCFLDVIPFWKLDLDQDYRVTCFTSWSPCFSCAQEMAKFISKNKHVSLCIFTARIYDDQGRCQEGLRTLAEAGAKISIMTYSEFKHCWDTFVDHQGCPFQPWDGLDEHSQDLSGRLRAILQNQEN
mIAP activ = mouse IAP activation; muIAP, CDP-Star luminescence, 30 min; stronger effect = higher value; 1 = vehicle-only enzyme signal, 0 = enzyme-free wells; activation factor at 10 µM; actives 0.24% (n = 330,000);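 active means activation factor of at least 2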; further: the source names both 10 and 20 µM as test concentration; values of inactives mirror those of a sister screen read the other way
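Assay system: mouse IAP enzyme / Compound: DMSO-dissolved test compounds / Timing: 30 min, room temperature / Measured by: luminescence from enzymatic CDP-Star hydrolysis / Control set: DMSO-only wells, enzyme-free buffer wells as negative control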
mIAP block = mouse IAP inhibition; purified mouse IAP, CDP-Star luminescence, 30 min; inhibition, % at 10 µM; actives 0.2% (n = 330,000); AID 2806;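 active means inhibition of at least 40% at 10 µM in the primary screen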;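 further: plate controls were DMSO with enzyme for no effect and no enzyme wells for full effect; values of inactives mirror those of a sister screen read the other way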
hIAP block = human IAP inhibition | P09923 | AID 2544 | inhibition, % at 10 µM | purified IAP, CDP-Star luminescence, 30 min | actives 0.12% (n = 330,000);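 active means inhibition reaching a set limit with compound at 10 µM in the primary screen, cut at about 35% in these data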;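 further: plate controls were DMSO wells with enzyme for no effect and no-enzyme buffer wells for full effect; values of inactives mirror those of a sister screen read the other way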
A3A deaminase = inhibitors of human APOBEC3A DNA deaminase. recombinant A3A, FAM/TAMRA ssDNA deamination fluorescence. inhibition, % at 20 µM. actives 0.41% (n = 330,000). AID 493011;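 active means at least 40% inhibition at 20 µM here, with at most 30% in a related deaminase screen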;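 further: plate controls were A3A with DMSO for no effect and wells lacking A3A enzyme for full effect; some results filed as inactive read as strong as hits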
Target sequence (P31941 whole entry, looked up): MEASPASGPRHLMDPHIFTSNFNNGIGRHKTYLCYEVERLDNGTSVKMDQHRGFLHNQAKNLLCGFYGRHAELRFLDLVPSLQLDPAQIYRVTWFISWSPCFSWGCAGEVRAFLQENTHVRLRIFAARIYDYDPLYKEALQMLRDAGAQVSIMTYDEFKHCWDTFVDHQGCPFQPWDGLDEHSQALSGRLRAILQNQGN
* marks the source's active call; other numbers are inactive results; x = no result given.

The line under a structure holds: MPTP inh	hIAP act	mIAP activ	mIAP block	MIN6 prolif	hIAP block	GRIN3A LBD mod	APOBEC3G inh	A3A deaminase
CC(C)Oc1ccc(C(=O)NC2(C(F)(F)F)NC(=O)N(CCCc3ccccc3)C2=O)cc1 (stereo unspecified)
    5.9	1.2	1	-1	-3	-17	14*	2	1
COc1cccc(C(=O)Nc2ccc(N3CCCC3)cc2)c1
    -2.3	1.3	0.99	1	-3	-28	4	1	3
COc1cc(NC(=O)c2ccc(-c3ccc(Br)cc3)o2)ccc1NC(=O)C(C)C
    2.1	1.1	0.92	8	-2	-13	3	-7	-2
O=C(c1ccccc1)N1CCN(S(=O)(=O)N2CCCCCC2)CC1
    2.1	1.1	1	-4	-1	-13	-5	-10	-2
C/C(=N\NC(=O)CNC(=O)c1ccncc1)c1ccc(C)cc1
    -2.1	0.98	1	-2	-5	2	-1	-2	0
NNC(=O)c1cccc(COc2ccc3c(c2)CCC3)c1
    0.4	1.1	1.1	-12	-4	-13	-3	-4	-3
O=C(c1ccc(Cl)cc1)c1cc([N+](=O)[O-])ccc1N1CCOCC1
    -2.1	0.79	0.91	9	-4	21	6	-6	2
CCOC(=O)N/N=C/c1cc(C)n(-c2cccc3ccccc23)c1C
    3.2	1.3	1.1	-8	0	-29	-6	-3	2
CCCc1cc(=O)[nH]c(SCc2nc3ccccc3o2)n1
    2.3	0.94	0.93	7	1	6	-2	-6	1
Cc1cccc(NS(=O)(=O)c2ccc3c(c2)oc(=O)n3C)c1C
    0.2	0.84	1	0	1	16	1	-1	-4
Cn1c(C(=O)NCC2CCCO2)cc2c(=O)n3ccccc3nc21 (stereo unspecified)
    -0.4	1.1	1.1	-6	5	-12	1	-1	0
O=C(O)CC/C(=C\c1cccc(NC(=O)c2ccccc2Cl)c1)c1nc2ccccc2s1
    -0.8	0.82	0.99	1	-2	18	-26	3	-1
COc1cccc(C(=O)CC(=O)C(=O)Nc2ccc(C)cc2Cl)c1
    4.9	1	0.99	1	-3	-4	-1	-2	-2
O=C(CNC(=O)c1ccc(F)cc1)N/N=C/c1cccnc1
    -1.8	0.97	1	-3	0	3	-1	-4	2
COC(=O)C1=C(C)N(Cc2ccco2)C(=O)/C1=C\c1ccc(N(C)C)cc1
    11	0.76	0.84	16	-2	24	1	-6	-6
Cc1ccc(C)c(S(=O)(=O)Nc2ccc(O)c3ccccc23)c1
    0.0	1.2	1.1	-5	-5	-16	-3	-7	-5
CC(C)c1ccc(NC(=O)NCc2ccc(F)cc2)cc1
    61*	0.86	1.8	-81	1	14	-6	-3	-2
COc1ccc(C2/C=C\CN(C(=O)c3ccc(C)cc3)[C@H](Cc3ccccc3)C(=O)N2Cc2ccc(F)cc2)cc1 (stereo partly specified)
    -0.6	0.95	0.86	14	-7	5	-7	-7	-4
CC1=C(C(=O)Nc2ccccc2)C(c2cccc([N+](=O)[O-])c2)Nc2nc3ccccc3n21 (stereo unspecified)
    -2.2	1.2	0.82	18	0	-20	-3	-9	-10
CCC1SC2=NCN(c3ccccc3)CN2C1=O (stereo unspecified)
    x	1.1	1.1	-7	-4	-7	x	-3	-3
O=C(O)Cc1ccc2ocnc2c1
    0.2	0.91	0.9	10	1	9	1	-5	0
CNC(=S)c1cc(C(C)(C)C)c(O)c(C(C)(C)C)c1
    4.4	1.2	1	-2	-4	-17	0	-6	-5
O=C(CC1SC(=NCCc2ccccc2)N(/N=C/c2cccs2)C1=O)Nc1ccc(Cl)cc1 (stereo unspecified)
    -12	0.99	0.99	1	0	1	21*	-6	-1
COC(=O)c1cc(OC(=O)CCc2ccc(OC)c(OC)c2)cc(C(=O)OC)c1
    1.2	0.94	1	0	0	6	1	-4	-2
CN(C(=O)COC(=O)C1=COCCO1)c1c(N)n(Cc2ccccc2)c(=O)[nH]c1=O
    -0.3	1	0.95	5	1	0	3	-11	-3
CSCC[C@H](NC(=O)Nc1ccc(C)cc1)C(=O)O
    -1.2	1.2	1.1	-7	-2	-24	-1	-6	-2
CCCCNC(=O)C(Sc1ccccc1)c1ccccc1 (stereo unspecified)
    2.4	0.89	1	-4	0	11	-6	-3	5
CCOc1cc(/C=N/NC(=O)c2cc(C)[nH]n2)ccc1OC(=O)c1ccc([N+](=O)[O-])cc1
    x	1.4	0.99	1	-4	-44	x	-6	-1
Cc1ccc(S(=O)(=O)N2CC(O)C2)cc1
    -1.8	0.85	1	-3	-3	15	0	21	5
Cc1ccc(CSCC(=O)NCc2ccco2)cc1
    3.9	1.1	1.1	-10	1	-8	-1	0	7
CC(=O)N/C(=C/c1ccc2c(c1)OCO2)C(=O)Nc1ccccc1
    -0.2	1	0.95	5	3	-1	1	-4	-2
Cc1ccc(C(=O)NC2CC(=O)N(c3ccc4c(c3)OCCO4)C2)cc1[N+](=O)[O-] (stereo unspecified)
    -0.5	0.96	0.95	5	-1	4	-2	-6	-1
COc1ccc(C2CC(c3cccc(C(F)(F)F)c3)=NN2c2ccc(S(N)(=O)=O)cc2)cc1 (stereo unspecified)
    -0.1	x	1.5	-48	x	x	28*	0	0
Cc1ccc(S(=O)(=O)Nc2ccc(N3CCOCC3)nc2)cc1
    -0.2	1	1.3	-26	-4	-1	-1	-3	2
c1ccc(CN2CCOCC2)cc1
    0.1	1	0.93	7	-4	-2	-1	4	1
O=C(CN1CCCCC1)N1c2ccccc2CCc2ccccc21
    -3.0	1.2	0.99	1	-3	-23	0	1	1
CC(=O)OC1C(N2CCCCC2)c2c(ccc(/C=C/C(=O)N3CCCCC3)c2O)OC1(C)C (stereo unspecified)
    0.3	1.2	1.2	-16	-6	-17	0	-2	-3
COC(=O)c1cc(OC)c(OC)cc1NC(=O)Nc1cccc(C(C)=O)c1
    -1.4	0.93	1.1	-5	-2	7	0	-1	7
CCCC(=O)NC(Nc1ccccc1F)C(Cl)(Cl)Cl (stereo unspecified)
    x	0.9	1	-3	-2	10	x	-2	1
O=C1CN(C(=O)c2cccc(Br)c2)c2ccccc2N1
    -3.2	1	1.1	-8	-1	0	-1	-4	1
COc1cc2c(cc1OC)-c1cc(N3CCc4ccccc43)nc(=O)n1CC2
    1.8	1	0.98	2	-1	-5	-5	-7	1
Cc1ccc(CNC(=O)COC(=O)c2cccnc2Cl)cc1
    0.0	1.1	0.94	6	-3	-10	-2	-5	0
Cc1csc(=O)n1CC(=O)OCc1nnc(-c2ccc([N+](=O)[O-])cc2)o1
    -3.0	0.92	0.92	8	0	8	0	-8	-2
O=S(=O)(N/N=C/c1ccc(Cl)cc1)c1ccc(Cc2ncc(C(F)(F)F)cc2Cl)s1
    5.6	1	0.88	12	-3	-3	29*	0	0
COc1ccc(S(=O)(=O)N2CCCCCC2)cc1NC(=O)CN1C(=O)NC(C)(c2ccc(C)cc2)C1=O (stereo unspecified)
    -0.9	1.1	0.92	8	-3	-5	-2	-6	20
C=CCn1c(CNc2ccc(C)cc2)nnc1SCC(=O)N/N=C/c1ccc(O)cc1
    0.5	1.1	1.1	-6	-1	-9	-3	-9	-8
COc1ccc(Cl)cc1NC(=S)NCc1ccccn1
    -0.3	1.1	0.96	4	0	-10	1	8	0
COC(=O)[C@@]1(Cc2ccccc2)[C@H]2C(=O)N(Cc3ccccc3)C(=O)[C@H]2[C@H]2CN=C(SCc3ccc(C#N)cc3)N21
    0.2	x	0.89	11	x	x	-1	6	2
O=C(Nc1nc2ccccc2s1)C1CCCN1S(=O)(=O)c1ccc(Cl)cc1 (stereo unspecified)
    5.8	0.79	0.82	18	-2	21	-11	-7	-3
O=C(COC(=O)C1CCCCC1)NCc1ccc(Cl)cc1
    0.0	1	1.1	-6	3	-5	2	-3	-3

(continued)
The line under a structure holds: MPTP inh	hIAP act	mIAP activ	mIAP block	MIN6 prolif	hIAP block	GRIN3A LBD mod	APOBEC3G inh	A3A deaminase
COc1ccccc1NC(=O)CCC(=O)Nc1nnc(C(F)(F)F)s1
    0.8	0.97	1	0	0	3	0	-3	0
COc1ccc(-c2ccc3ccccc3n2)cc1OC
    -5.0	1.1	1.1	-8	1	-10	2	4	-5
Cc1cc(N2CCN(c3ccccn3)CC2)n2nc(C)nc2n1
    -0.2	1.2	1.1	-10	-3	-20	0	2	0
CC(=O)NC(NC(=S)Nc1ccc(N=Nc2ccccc2C)cc1C)C(Cl)(Cl)Cl (stereo unspecified)
    88*	1.1	0.78	22	-6	-8	4	-1	-1
Cc1ccc2nc3c(nc2c1)-c1ccccc1C3=O
    1.3	0.97	0.94	6	-4	2	-1	-3	-1
CC(C)Nc1nc(NC(C)C)nc(C(N)=O)n1
    -1.9	0.96	0.9	10	0	4	-1	-3	-1
CC1(C2CC2)NC(=O)N(CC(=O)Nc2ccccc2F)C1=O (stereo unspecified)
    0.6	0.96	0.96	4	4	4	1	-10	0
C#CCOCCOCCOCCNc1nc(N2CCN(C(=O)CCCCCCCCCCNC(=O)[C@@H](CCC(=O)O)n3cc(CCCCCN)nn3)CC2)nc(N2CCN(C(=O)CCCCCCCCCCNC(=O)[C@H](CCCCN)n3cc(C[C@@H](C)CC)nn3)CC2)n1
    -16	0.94	1.2	-22	-6	6	-5	-7	-4
C[C@@H](NC(=O)c1[nH]cnc1C(=O)Nc1ccon1)c1ccccc1
    1.1	2.1*	0.86	14	4	-107	0	-9	-2
Cc1nnn(-c2nonc2N)c1C(=O)N/N=C/c1ccccc1O
    -0.7	1.7	0.86	14	-2	-67	30*	44*	24
O=C(CCn1cnc(-c2ccccc2)c1-c1ccccc1)N/N=C/c1ccc(O)cc1
    2.4	0.82	0.96	4	3	18	-10	-5	0
CSc1nsc(SC)c1NC(=O)N1CCCCC1
    -1.0	1.1	0.95	5	5	-13	2	-3	-2
CC(C)CCN1CC(=O)N2Cc3[nH]c4ccccc4c3C[C@H]2C1=O
    -1.8	1.2	0.97	3	-2	-22	-6	-3	2
CCCCCn1c(=O)[nH]c2cc(C(=O)N3CCN(c4ccc(C(C)=O)cc4)CC3)ccc2c1=O
    0.5	1.1	1	-1	-5	-5	-13	-6	-5
CCOC(=O)Cn1ncc(-c2ccccc2)c1N
    -0.2	0.82	0.96	4	0	18	0	-4	-1
CCOc1ccccc1N=Cc1c(O)c2ccccc2oc1=O
    0.6	0.96	1.1	-9	0	4	-1	-4	-2
C[C@]12CC[C@@H]3c4ccc(O)cc4CC[C@H]3[C@@H]1CCC2=O
    0.3	0.9	1	-4	3	10	-1	3	2
COc1ccc(N2C(=O)C(CC(=O)O)S/C2=N\N=C\c2cccs2)cc1 (stereo unspecified)
    0.5	1	1	0	2	-4	-7	-9	-2
Cc1ccc(-c2cc(C(=O)NN=C3CCCC3)c3ccccc3n2)cc1
    -0.7	1.1	0.94	6	-2	-15	1	-4	0
Cn1nc(C(=O)NCCN2CCOCC2)c2ccccc2c1=O
    -2.3	0.95	0.92	8	-1	5	0	-5	-2
CCOC(=O)C1(CCOc2ccccc2)CCN(Cc2cnc(C)s2)CC1
    0.8	0.98	1.1	-12	-1	2	-1	0	2
COc1ccc(OC)c(C(=O)CSc2nnc(Cc3cccs3)n2CCc2ccccc2)c1
    -1.6	0.98	0.91	9	-5	2	2	-5	-1
O=c1nc2n(c3sc4c(c13)CCCC4)C(CBr)CS2 (stereo unspecified)
    -1.6	0.75	1	-3	-2	25	-3	-1	2
